miR122 inh – miR-122 inhibition in Huh7 cells; activation (reporter increase), % at 12.5 µM; Huh7 miR-122 Renilla luciferase sensor, 48 h; neutral wells = 0, positive control = 100; actives 0.3% (n = 340,000);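 active = mean replicate activation score at least 90 and every replicate individually at or above 90; inconclusive = only one of the two criteria met; inactive = neither criterion met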;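 also: higher luciferase means less miR-122 activity so hits act as miR-122 inhibitors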
PAX8 inh HTS – lowers PAX8-driven luciferase in RMG-I cells; RMG-I TPO-luciferase reporter, SteadyGlo, 24 h; inhibition, % at 12.6 µM; actives 1.2% (n = 360,000); AID 652154;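 active = mean replicate inhibition at least 60% with every replicate also reaching 60%; inconclusive = only one of the two criteria is met; inactive = mean below 60% and not all replicates reaching 60%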;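 also: luciferase light reporting Pax8 driven TPO promoter activity; plate controls were median of neutral control wells for no effect and mitoxantrone controls for full effect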
DENV2 CPE rescue – protects cells from dengue virus 2 cytopathic effect; DENV2-infected cells, cytopathic effect rescue, plate reader; CPE inhibition, % at 9.99 µM; actives 1.7% (n = 350,000); AID 651640; in the data active = CPE inhibition above about 20%, passing the limit was not always enough; inconclusive = no clear call, values can overlap the other calls; tested in BHK-21 cells;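 also: 0% = median of neutral control wells and 100% = median of positive control wells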
INS-1E GSIS act – GLuc luminescence reporter in INS-1E cells, primary screen for activators of glucose-dependent secretion of insulin; INS-1E GLuc reporter insulin secretion, 2-3 h; activation, % at 16.6 µM; actives 0.61% (n = 370,000);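 active = lowest replicate activation of at least 40%, so every replicate reaches that level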;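 also: 0% = median of neutral control wells and 100% = median of IBMX positive control wells; some compounds called inactive have numbers as strong as hits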
F508del corr – correctors of CFTR F508del function in bronchial epithelial cells. CFBE cells, YFP halide quenching; stimulated with forskolin plus potentiator P3; % fluorescence drop versus neutral controls. activity (quench increase), % at 7.58 µM. actives 0.36% (n = 350,000). AID 720511;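 active = mean added fluorescence quench of at least 8% versus neutral control, with both replicates also reaching 8%; inconclusive = only one of the mean or replicate conditions met; inactive = mean below 8% and not both replicates reaching 8%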;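 also: cells transiently co-express mutant CFTR-F508del with the halide-sensitive YFP; corrector assay measuring rescue of mutant channel to the surface after 24 h compound exposure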
EWS-Fli inh – blocks EWS/Fli oncoprotein-driven transcription. A673 NR0B1-luciferase reporter, viability-normalised. inhibition, % at 12.6 µM. actives 0.67% (n = 350,000). AID 651661;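 active = mean inhibition of at least 50% after viability correction, with every replicate also passing that limit; inconclusive = mean reaches 50% but only one of two replicates passes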;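 also: firefly luciferase signal divided by Alamar Blue viability fluorescence both relative to DMSO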
FN deposit inh – fibronectin deposition inhibition | AH1F fibroblasts, Alexa488-fibronectin deposition fluorescence, overnight | inhibition, % at 12.6 µM | actives 0.086% (n = 350,000) | AID 743247;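 active = mean inhibition across replicates of 30% or more, regardless of how many single replicates reach that level; inconclusive = mean under 30% yet at least half of replicates reach 30%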;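 also: positive control wells lacked labelled fibronectin entirely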
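Schedule: 1 h cell adhesion before compound, then overnight fibronectin incubation; test system: AH1F fibroblast monolayer depositing Alexa488-labelled fibronectin into matrix; quantity: 10000 AH1F cells per well; probe or stimulus: fluorescent fibronectin at 24 nM final; signal: fluorescence, ex 485 nm, em 525 nm; evaluation: percent inhibition as loss of matrix-bound fibronectin fluorescence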
* hit, by the source's call; ? = inconclusive; nt = not tested or not shown; [ ] = dose if it differs, or a comment.

SMILES	miR122 inh	PAX8 inh HTS	DENV2 CPE rescue	INS-1E GSIS act	F508del corr	EWS-Fli inh	FN deposit inh
O=C1c2ccccc2C(O)(c2ccccc2)N1c1ccncc1 (stereo not given)	-2	3	0	28	1.0	13	5
O=C(C[C@H]1C=C[C@@H](NC(=O)C2CCOCC2)[C@@H](CO)O1)Nc1ccccc1	nt	nt	-2	21	0.5	8	nt
Cc1cc(NC(=O)c2ccc3c(c2)OCCO3)ccc1NC(=O)c1cc2ccccc2o1	-26	-16	4	16	-5.1	-52	-7
O=S(=O)(c1ccc(NC(=S)NCc2ccco2)cc1)N1CCCCC1	10	10	-4	-2	-15	12	4
Oc1cc(-c2cccnc2)cc2cccnc12	-13	23	-4	32	-2.4	5	3
O=C(NCc1ccccc1)C(=O)Nc1nccs1	-6	-9	-9	26	-0.6	-11	-4
CC(C)(C)N1C(=O)[C@H]2[C@@H](c3ccc(Br)cc3)N3C(=O)N(c4cccc(Cl)c4)C(=O)[C@@]3(Cc3ccccc3)[C@H]2C1=O	3	19	5	3	-1.0	-3	-3
COc1ccc(S(=O)(=O)Nc2ccc3c(c2)C(=O)N([C@H](C)CO)C[C@@H](C)[C@H](CN(C)Cc2ccc(-c4ccccc4)cc2)O3)cc1	-6[16.7 µM]	nt	-9	-4	-0.5	-8	nt
CS(=O)(=O)N1CCN(C(=O)NC23CC4CC(CC(C4)C2)C3)CC1	-11	10	nt	nt	nt	nt	17
Cc1cccc(N2CCN(CC3CCCCC3)CC2)c1C	7	11	9	7	0.2	7	4
CCC(=O)N(Cc1cc(=O)[nH]c2ccccc12)c1ccccc1OC	nt	11	0	3	-1.1	3	1
CCC(CC)C(=O)N1CCCC(c2nc(-c3cccs3)no2)C1 (stereo not given)	-6	-33	nt	nt	nt	nt	-6
CCCCS(=O)(=O)N1CCCC(C(=O)Oc2ccc(Cl)cc2)C1 (stereo not given)	-2	11	-2	16	0.2	12	6
O=C(CNC(=O)c1ccc(Cl)cc1Cl)NCc1ccccn1	0	10	4	-2	-0.8	-2	-1
Cc1nc2c(C)cccc2c2c1COC2	-2	-10	-2	-3	0.9	2	4
CC(C)CC#Cc1ccc2c(c1)O[C@H](CN(C)C(=O)Cc1cccnc1)[C@@H](C)CN([C@@H](C)CO)S2(=O)=O	nt	26	-6	-18	2.4	6	-4
O=C(C[C@@H]1C=C[C@@H](NC(=O)CC2CC2)[C@@H](CO)O1)NCc1ccc(Cl)cc1	nt	-8	5	-7	-1.2	7	nt
COc1cc2[nH]c(C(=O)N3CCc4ccccc4C3)cc2c(OC)c1OC	3	15	-1	-52	0.9	14	-8
Cc1ccccc1C(=O)NCC(=O)c1ccccc1	-1	-127	-4	23	0.6	-53	-1
CC1CCCC(NC(=O)c2ccc3c(c2)OCCO3)C1C (stereo not given)	4	-146	-14	-28	-1.1	-59	-1
CCSc1ccc([C@@H]2[C@@H]3C(=O)N(CC)C(=O)[C@@H]3[C@]3(C(=O)OC)CCCCN23)cc1OC	-9	16	-7	-9	-0.9	5	-2
O=C(Nc1cccc(Cl)c1)N1C[C@@H]2[C@H](c3ccccc31)[C@H](CO)N2C(=O)C1CC1	-20[16.7 µM]	-7	-9	-7	0.5	-9	3
O=C(Nc1ccccc1F)Nc1ccccc1F	-7	-99	-5	-3	0.5	-46	-4
CCOC(=O)c1ccc(NC(=O)Nc2ccn(C)n2)cc1	0	nt	-2	3	0.2	-29	nt
C[C@@H]1CN([C@@H](C)CO)C(=O)c2cccc(NC(=O)Nc3ccc(F)cc3)c2O[C@@H]1CN(C)S(=O)(=O)c1cn(C)cn1	2[16.7 µM]	-2	nt	7	-1.6	-2	nt
COc1cccc(CNC(=O)C[C@@H]2CC[C@H](NC(C)=O)[C@H](CO)O2)c1	4[16.7 µM]	0	0	-2	-0.4	0	4
CN(C)c1ccc(C(=O)OCC(=O)NC2CCCCC2)cc1	0	-27	nt	nt	nt	nt	-2
CN(C)S(=O)(=O)c1cccc(NC(=O)COc2nc3ccccc3nc2N2CCOCC2)c1	-1	24	12	-1	-1.0	6	3
FC(F)(F)c1cccc(CNC(=S)Nc2ccccc2)c1	nt	5	nt	-7	nt	nt	4
COc1ccccc1N1CCN(S(=O)(=O)CCNC(=O)c2cc(OC)c(OC)c(OC)c2)CC1	-6	21	-1	nt	-1.3	-3	3

Next section, overlapping the part above by three compounds.
SMILES	miR122 inh	PAX8 inh HTS	DENV2 CPE rescue	INS-1E GSIS act	F508del corr	EWS-Fli inh	FN deposit inh
CN(C)S(=O)(=O)c1cccc(NC(=O)COc2nc3ccccc3nc2N2CCOCC2)c1	-1	24	12	-1	-1.0	6	3
FC(F)(F)c1cccc(CNC(=S)Nc2ccccc2)c1	nt	5	nt	-7	nt	nt	4
COc1ccccc1N1CCN(S(=O)(=O)CCNC(=O)c2cc(OC)c(OC)c(OC)c2)CC1	-6	21	-1	nt	-1.3	-3	3
COCCCNc1nc2nonc2nc1N1CCN(C2CCCC2)CC1	11	-9	-4	-4	-3.4	-2	nt
CO[C@H](CN(C)C(=O)c1ccccc1F)[C@@H](C)CN([C@@H](C)CO)S(=O)(=O)c1ccc(C)cc1	nt	nt	5	24	0.6	-6	-2
CN(C)c1ccc(C(=O)NCC2CCN(C(=O)C(=O)c3cccs3)CC2)cc1	nt	6	-7	nt	1.7	8	6
CN(C)c1cccc(C(=O)Nc2ccc(S(=O)(=O)Nc3nccs3)cc2)c1	12	nt	nt	nt	-1.1	3	nt
CO[C@@H]1CN(C)C(=O)c2ccc(NC(=O)Nc3ccccc3F)cc2OC[C@H](C)N(C(C)=O)C[C@@H]1C	-11[16.7 µM]	14	-3	-9	0.2	-3	nt
Fc1ccc(CNC2CCN(Cc3ccccc3)CC2)cc1	8	27	35*	10	-2.8	-6	4
CC1CC(C)CN(c2cc(=O)n(Cc3ccc(F)cc3)c(=O)[nH]2)C1 (stereo not given)	-3	-5	-11	nt	-1.9	3	2
COCC#Cc1ccc2c(c1)O[C@@H](CN(C)C)[C@H](C)CN([C@H](C)CO)S2(=O)=O	-3[16.7 µM]	1	-6	18	-1.4	-8	-5
CC(=O)Nc1ccc(-c2ccnc3c2CC(C(=O)NCCC(F)(F)F)O3)cc1 (stereo not given)	-2	33	9	-9	-0.3	-6	6
COc1ncnc2c1ncn2CCCNCc1ccco1	5	-17	-6	-9	0.3	2	-4
C[C@H](CO)N1C[C@H](C)[C@@H](CN(C)C(=O)NC2CCCCC2)OCCCC[C@H](C)Oc2ccc(NC(=O)C3CCCCC3)cc2C1=O	2[16.7 µM]	34	?	-10	-0.4	5	nt
O=C(Cn1cc2c(n1)CCCC2)NCc1cccs1	nt	4	6	-1	-0.5	-10	-7
COc1ccc(C(=O)NC(=S)N2CCN(c3ccccc3O)CC2)cc1	nt	-6	2	nt	1.9	3	-2
CC(C)N(C)c1ncnc2c1ncn2[C@H]1CN(Cc2ccc(F)cc2)C[C@@H](CO)O1	0	-1	-12	13	2.2	2	17
CO[C@H](C(=O)N(C)C[C@@H]1OCc2ccccc2-c2c(n(C)c3ccccc23)C(=O)N([C@H](C)CO)C[C@H]1C)c1ccccc1	nt	7	nt	-20	0.9	5	5
CCOC(=O)c1ccc(S(=O)(=O)N2CCN(Cc3cc4c(cc3O)OCO4)CC2)cc1	-1	-5	-2	-2	7.6	16	-1
NC(=S)N/N=C/c1coc2c(ccc3ccccc32)c1=O	1	-36	nt	7	nt	nt	nt
O=C(CSc1nc2ccc(Cl)cc2[nH]1)N1CCN(C(=O)c2ccco2)CC1	-2	1	4	2	nt	11	nt
CC1CCCN(C(=O)Cn2nnc(-c3cccnc3)n2)C1 (stereo not given)	91*	7	nt	nt	nt	nt	5
C[C@H]1CCCCO[C@@H](CN(C)Cc2ccccc2)[C@@H](C)CN([C@@H](C)CO)C(=O)c2cc(NC(=O)c3ccccc3)ccc2O1	0[16.7 µM]	5	11	-17	0.6	6	15
Cc1cc(NC(=O)CSc2nnnn2-c2ccccc2F)no1	-4	-12	1	8	2.2	2	-1
COc1ccc(NS(=O)(=O)c2cc(C(=O)NNC(=O)c3ccncc3)ccc2OC)c(OC)c1	0	-1	4	15	-2.3	-7	5
N#C[C@@H]1[C@@H](c2ccc(-c3ccccc3)cc2)[C@@H](CO)N1C(=O)Cc1ccncc1	nt	68*	-7	20	1.4	-11	11
Cc1ccc(-n2c(COc3cccc(C)c3)n[nH]c2=S)cc1	-2	-2	-3	-1	-0.9	11	-16
OC[C@@H]1Nc2ccc(C#Cc3ccc(F)cc3)cc2[C@@H]2[C@H]1CCN2Cc1ccc2c(c1)OCO2	-2[16.7 µM]	-2	-32	-10	-1.1	1	-2
CCCNC(=O)N1C[C@H](C)[C@@H](OC)CN(C)C(=O)c2cc(NC(=O)CCC)ccc2OC[C@H]1C	nt	4	-2	0	-0.5	1	16

Among those listed so far, nine contain an aryl methoxy group.
SMILES	miR122 inh	PAX8 inh HTS	DENV2 CPE rescue	INS-1E GSIS act	F508del corr	EWS-Fli inh	FN deposit inh
COc1ccc(S(=O)(=O)Nc2ccc3c(c2)C(=O)N([C@H](C)CO)C[C@@H](C)[C@H](CN(C)Cc2ccc(-c4ccccc4)cc2)O3)cc1	-6[16.7 µM]	nt	-9	-4	-0.5	-8	nt
CCC(=O)N(Cc1cc(=O)[nH]c2ccccc12)c1ccccc1OC	nt	11	0	3	-1.1	3	1
COc1cc2[nH]c(C(=O)N3CCc4ccccc4C3)cc2c(OC)c1OC	3	15	-1	-52	0.9	14	-8
CCSc1ccc([C@@H]2[C@@H]3C(=O)N(CC)C(=O)[C@@H]3[C@]3(C(=O)OC)CCCCN23)cc1OC	-9	16	-7	-9	-0.9	5	-2
COc1cccc(CNC(=O)C[C@@H]2CC[C@H](NC(C)=O)[C@H](CO)O2)c1	4[16.7 µM]	0	0	-2	-0.4	0	4
COc1ccccc1N1CCN(S(=O)(=O)CCNC(=O)c2cc(OC)c(OC)c(OC)c2)CC1	-6	21	-1	nt	-1.3	-3	3
COc1ncnc2c1ncn2CCCNCc1ccco1	5	-17	-6	-9	0.3	2	-4
COc1ccc(C(=O)NC(=S)N2CCN(c3ccccc3O)CC2)cc1	nt	-6	2	nt	1.9	3	-2
COc1ccc(NS(=O)(=O)c2cc(C(=O)NNC(=O)c3ccncc3)ccc2OC)c(OC)c1	0	-1	4	15	-2.3	-7	5
